# High-throughput results (PubChem)
# aSyn yeast rescue: qHTS of alpha-syn Inhibitors: NCGC Sytravon Library Screen; S. cerevisiae alpha-synuclein toxicity rescue, BacTiter-Glo growth, 24 h; Potency, µM (highest dose often 46.1 µM), for the others: at the highest dose growth rescue (activation), hits mostly activators; 0.02% of 94,000 active; active means well fitted activation curve with a large enough effect; inconclusive means small, poorly fitted or top-dose-only effect; further: 0% is about no effect
#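 Growth restoration measured by BacTiter-Glo luminescence after 24 hr at 30 deg C; alpha-synuclein yeast, raffinose-pregrown to mid-log, were added at OD600=0.02 in galactose medium onto pinned compounds.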
# The depositor's hits bear a star; ? = inconclusive; [ ] = remark or other dose. Potency means the concentration at half of the fitted maximal effect.
SMILES,aSyn yeast rescue
CCc1ccc(NC(=O)CC2C(=O)N(c3ccc(OC)cc3)C(=O)N2Cc2ccc(OC)cc2)cc1 (stereo unspecified),-8.4%
CS(=O)(=O)N(CC(=O)NC1CCCC1)C1CCCCC1,-4.9%
CCOC(=O)c1ccc(NC(=O)CCc2c(C)nc3c(c(C)nn3C(C)(C)C)c2C)cc1,-4.1%
COC(=O)c1cnc(SCc2ccc(C)cc2)n1C,1.1%
Cc1cccc(C(=O)n2c(=S)nc3cc(C)ccn32)c1,-7.3%
Cc1ccc2nc(NC(=O)CSc3nccn3-c3ccc(Cl)cc3)sc2c1,1.6%
CCN(CC)c1ccc(NS(=O)(=O)c2ccc(-c3coc(C)n3)cc2)c(C)c1,1.2%
Cc1ccc(Cl)cc1NC(=O)CC1Sc2ccccc2NC1=O (stereo unspecified),-5.0%
CCOC(=O)C1(CCCc2ccccc2)CCN(C(=O)CCn2cncn2)CC1,2.1%
CCN(C(=O)c1cc2c(Cl)nc3ccc(C)cc3c2s1)c1cc(OC)ccc1OC,9.5%
CCc1ccccc1NC(=O)C(=O)c1cc(C)n(-c2ccccc2F)c1C,-20.1%
O=C(NCCS(=O)(=O)NC1CCCCC1)c1ccc2c(c1)OCO2,-0.4%
Cc1ccc(Cn2c(C)c(CNCc3ccc(OC(C)C)cc3)c(C(=O)O)c2C)cc1,3.8%
COc1cccc(NC(=O)CSc2nc(=O)n(Cc3ccccn3)c3c2CCC3)c1,1.8%
CC1(C(=O)O)COC(c2ccc(Cl)cc2)OC1 (stereo unspecified),2.0%
O=C(Oc1ccccc1/C=C\C(=O)c1cc2ccccc2o1)c1cccc(F)c1,11.2%
CC(NC(=O)c1cccc(F)c1)C1CC2CCC1C2 (stereo unspecified),-5.2%
O=C(O)c1ccc(NCc2nc3ccccc3n2Cc2ccccc2)cc1,?
O=C1CC(c2ccccc2Cl)CC(O)=C1C=Nc1ccccc1 (stereo unspecified),15.9%
O=C(NCc1cccs1)C1CCN(S(=O)(=O)c2ccc(Cl)cc2)CC1,3.1%
COc1cc2c(cc1OC)CN(C(=O)/C=C/c1cccc([N+](=O)[O-])c1)CC2,15.9%
CCOc1cccc2sc(N(Cc3cccnc3)C(=O)c3ccco3)nc12,-9.2%
O=C1CC(c2cccc(Cl)c2Cl)c2cc3c(cc2N1)OCCO3 (stereo unspecified),-13.8%
C[C@@H]1CN([C@H](C)CO)C(=O)c2c(c3ccccc3n2C)-c2ccccc2CO[C@@H]1CN(C)C(=O)Nc1ccccc1C(F)(F)F,-3.2%
COc1ccccc1CCNC(=O)Cc1ccc(NC(=O)N2CCSc3ncccc32)cc1,-11.2%

# Brought forward from above: two entries, then new ones.
SMILES,aSyn yeast rescue
C[C@@H]1CN([C@H](C)CO)C(=O)c2c(c3ccccc3n2C)-c2ccccc2CO[C@@H]1CN(C)C(=O)Nc1ccccc1C(F)(F)F,-3.2%
COc1ccccc1CCNC(=O)Cc1ccc(NC(=O)N2CCSc3ncccc32)cc1,-11.2%
O=C(NCCCN1CCOCC1)c1ccc(S(=O)(=O)Nc2ccccc2)cc1,0.2%
Cc1cc2nc(-c3ccc(OCc4ccc(F)cc4)cc3)cc(C(F)(F)F)n2n1,2.9%
CCOc1ccc(CCNC(=O)c2ccc(-c3nc(CSc4ccccc4)c(C)o3)cc2)cc1,-10.1%
Cc1ccccc1-c1nc(CS(=O)(=O)CC(=O)NCc2ccc3c(c2)OCO3)c(C)o1,-9.5%
COc1ccccc1CNC(=O)N1CCN(S(=O)(=O)c2ccccc2)CC1,-1.3%
O=C1CCC([N+](=O)[O-])C(c2cccc([N+](=O)[O-])c2)N1 (stereo unspecified),-4.7%
COc1ccc(CC(=O)N/N=C(\C)CC(=O)Nc2ccc3c(c2)OCCO3)cc1OC,1.7%
COc1cc(NC(=O)CSc2nc(C3CC3)nc3ccccc23)cc(OC)c1,0.6%
COc1ccc(Nc2nc(-c3ccccc3)c3cc(Br)ccc3n2)cc1,-7.0%
COC1CC(=O)C2OC(c3ccccc3)OCC2O1 (stereo unspecified),2.4%
Cc1ccc(CNc2nc3c(c(=O)n(C)c(=O)n3C)n2Cc2ccc(Cl)cc2)cc1,?
O=C(c1sccc1-c1ccccc1)N1CCN(S(=O)(=O)c2ccccc2F)CC1,6.6%
COc1ccc2oc(=O)c(C(=O)NCCc3c(C)[nH]c4c(Cl)cccc34)cc2c1,5.1%
CCCCNC(=O)Cn1c(=O)cc(C)c2c(C)nn(-c3cccc(Cl)c3C)c21,-10.6%
COc1ccc(C(C(=O)NC2CCCC2)N(C(=O)c2csnn2)C2CC2)cc1 (stereo unspecified),5.5%
C[C@@H]1CN([C@@H](C)CO)C(=O)c2cc(NC(=O)c3ccccc3)ccc2O[C@@H](C)CCCCO[C@@H]1CN(C)S(=O)(=O)c1ccc(F)cc1,-2.1%
COc1ccc(N2CC(NS(=O)(=O)c3cccs3)CC2=O)cc1OC (stereo unspecified),8.4%
COc1ccccc1NC(=O)CSc1ncc(CO)n1Cc1ccc(F)cc1,-13.9%
COCCNC(=S)N/N=C(\C)c1ccc(Cl)s1,-7.6%
COc1ccc(-c2cc(C(=O)O)n(Cc3ccccc3)n2)cc1,-17.5%
CCc1ccc(-n2cnc3cc(C(=O)NCc4ccc(C)cc4)ccc32)cc1,1.1%
COc1ccc(OC)c(Nc2cc(C(=O)NCc3ccccc3)c3ccccc3n2)c1,-11.5%
O=C1CCC(=O)N1CCC(=O)N(C(=O)NC1CCCCC1)C1CCCCC1,-12.0%
CC(NC(=O)c1ccc(Nc2nc3ccccc3n3nnnc23)cc1)c1ccccc1 (stereo unspecified),-6.9%
COc1ccccc1CCNC(=O)c1cccn1-c1nnc(N2CCCCC2)s1,-1.6%
SMILES,aSyn yeast rescue
CC1=C(C(=O)NCc2cccc(Cl)c2)C2(CCCCCC2)OC1=O,7.5%
Cc1ccc(-n2c(=O)c3cccnc3n2CC(=O)NCc2ccc(Cl)cc2)cc1,3.2%
Cc1ccc(Cl)cc1NC(=O)CSCc1cnn(-c2ccccc2)c1-n1cccc1,-5.7%
CCc1nn2c(=O)cc(COC(=O)c3cccs3)nc2s1,-1.5%
CCOC(=O)c1cnc2cc(-c3ccc(Cl)cc3)nn2c1-c1ccccc1,9.6%
CCOC(=O)Cn1nc(-c2ccccc2)c(-c2ccccc2)nc1=O,6.7%
CC1=C(c2ccc(F)cc2)S(=O)(=O)NC1=NCc1ccccc1F,-1.0%
Cc1ccc2c(c1)N(CC(=O)NC1CCCCC1)C(=O)c1cccnc1O2,2.3%
CC1=C(C(=O)Nc2cccc(F)c2)C2(CCCCC2)OC1=O,?
CN1C2=C(C(=O)CC(C)(C)C2)C(c2cccs2)C2=C1CC(C)(C)CC2=O,-5.0%
CN1CCCN(C(=O)/C=C/c2ccc(F)cc2)CC1,-1.6%
O=C(Cc1ccccc1)Nc1cccc(C(=O)O)c1O,-6.4%
COc1ccc(C2=C(C)C(N3CCC(C(=O)NCc4ccco4)CC3)=NS2(=O)=O)cc1,5.5%
CN(C)C1(CNC(=O)Nc2ccccc2)CCCCC1,-11.5%
Cc1ccc(CNCc2ccccc2)s1,-3.1%
CC(=O)Nc1ccc(S(=O)(=O)N(C)CC(=O)OCC(=O)N2CCCCC2)cc1,-7.4%
Cc1ccc(OCc2ccc(-c3nc(C#N)c(N4CCC(C)CC4)o3)o2)cc1,13.0%
CCN(CC)c1nc2c(S(=O)(=O)c3ccc(C)cc3)nnn2c2ccsc12,-14.6%
O=Cc1cn(-c2ccccc2)nc1-c1cccc([N+](=O)[O-])c1,3.5%
Cc1cc(C)c(Cn2c(C(O)c3ccccc3)nc3ccccc32)c(C)c1 (stereo unspecified),1.6%
CC(C)(C)OC(=O)N1CCC(c2c(C(=O)N3CCN(C(=O)c4ccco4)CC3)cnn2-c2cccc(Cl)c2)CC1,-3.4%
COc1cc(C(=O)N(C)Cc2cccc(OC)c2OC)ccc1OCC(=O)Nc1cccc(C(F)(F)F)c1,13.7%
COc1ccccc1CNC(=O)CCn1c(=O)c2ccccc2n(CC(=O)Nc2ccc(Br)cc2F)c1=O,-9.2%
Cc1cc(C)c2sc(NNC(=O)c3ccc(S(=O)(=O)N4CCc5ccccc5C4)cc3)nc2c1,-3.8%
CCCc1nn2c(=O)cc(COC(=O)c3cccc(NC(=O)CCc4ccccc4)c3)nc2s1,-21.5%

# Next section (6 carried over from the part before).
SMILES,aSyn yeast rescue
Cc1cc(C)c(Cn2c(C(O)c3ccccc3)nc3ccccc32)c(C)c1 (stereo unspecified),1.6%
CC(C)(C)OC(=O)N1CCC(c2c(C(=O)N3CCN(C(=O)c4ccco4)CC3)cnn2-c2cccc(Cl)c2)CC1,-3.4%
COc1cc(C(=O)N(C)Cc2cccc(OC)c2OC)ccc1OCC(=O)Nc1cccc(C(F)(F)F)c1,13.7%
COc1ccccc1CNC(=O)CCn1c(=O)c2ccccc2n(CC(=O)Nc2ccc(Br)cc2F)c1=O,-9.2%
Cc1cc(C)c2sc(NNC(=O)c3ccc(S(=O)(=O)N4CCc5ccccc5C4)cc3)nc2c1,-3.8%
CCCc1nn2c(=O)cc(COC(=O)c3cccc(NC(=O)CCc4ccccc4)c3)nc2s1,-21.5%
CCC(=O)N(Cc1cc(=O)[nH]c2ccccc12)c1ccccc1,-7.2%
CCOc1ccc(-c2nc(C#N)c(NCCCOC)o2)cc1,-16.6%
COc1ccc(OC)c(NC(=O)c2ccc3c(SCC(=O)O)c4c(nc3c2)CCCC4)c1,6.4%
CCOc1ccc(CCNC(=O)CCCn2c(=O)c3cccn3c3ccccc32)cc1,0.3%
Cc1cccc(NC(=O)CSc2nnc(NC(=O)C3CC3)s2)c1C,-0.6%
CC1CN(C(=O)COC(=O)c2cc(=O)[nH]c3ccccc23)CC(C)O1 (stereo unspecified),12.1%
Cc1cc(-n2c(SCc3ccccc3F)nc3[nH]ncc3c2=O)ccc1Cl,8.3%
Cc1c(C(=O)Nc2ccc(F)cc2)sc2nc[nH]c(=O)c12,-0.1%
CCOC(=O)Cc1ccc(NC(=O)NCc2cccn2Cc2ccccc2)cc1,3.7%
Cc1c(S(=O)(=O)Nc2cc(Cl)ccc2Cl)c(=O)n(C)c(=O)n1C,2.6%
COc1ccccc1CN1C(=O)CN(C2CCCCCC2)C(=O)C1c1ccc(C)cc1 (stereo unspecified),-25.9%
CCOc1ccccc1C(=O)Nc1cccc(-c2ccc3nncn3n2)c1,15.6%
CC(=O)Nc1ccc(NC(=O)COc2cccc3ccccc23)cc1,7.8%
O=C(CCCSc1nc2ccccc2[nH]1)NCc1ccccc1F,-39.6%[inhibitor]
O=C(CCn1c(=O)c2ccccc2n(CC(=O)Nc2cccc(F)c2)c1=O)NCCc1ccccc1,-2.9%
COc1ccc(N2CCN(C(=O)c3nn(-c4ccc(C)cc4)c(=O)n(C)c3=O)CC2)cc1,6.1%
CC(C)CCNC(=O)CN(Cc1ccco1)C(=O)c1snc(C(N)=O)c1N,-0.9%
COc1cccc(NC(=O)CN(C)C(=O)c2ccc(COc3ccccc3)cc2)c1,2.0%
CC(=O)CSc1cc(C)nc2c(-c3ccccc3)c(C)nn12,4.6%
COc1cccc(CSc2nc3ccccc3c3nc(CCn4c(C)nc5ccccc54)nn23)c1,-10.7%
CCn1c2c(c(=O)n3ncc(C(=O)N4CCN(c5ccccc5)CC4)c13)CN(Cc1ccc(OC)cc1)CC2,-46.5%[inhibitor]
COC(=O)CC1Oc2ccccc2N(Cc2ccccc2)C1=O (stereo unspecified),3.8%
Cn1c(=O)oc2cc(S(=O)(=O)NCCC(=O)Nc3ccc(F)c(Cl)c3)ccc21,3.2%
C[C@H](CO)N1C[C@H](C)[C@@H](CN(C)Cc2ccccc2C(=O)O)OCc2cnnn2CCCC1=O,-0.4%
O=C(NCCN1CCN(c2ccccc2F)CC1)C1COc2ccccc2C1 (stereo unspecified),-3.8%
SMILES,aSyn yeast rescue
COCCn1c(C)cc(C(=O)CN2C(=O)C(=O)N(CCC3=CCCCC3)C2=O)c1C,1.4%
COc1cc2c(cc1OC)C(c1cccc([N+](=O)[O-])c1)N(C(=O)c1ccccc1C(=O)O)CC2 (stereo unspecified),8.3%
CCOc1ccc(C(c2c(C)[nH]n(-c3ccccc3)c2=O)c2c(C)[nH]n(-c3ccccc3)c2=O)cc1OC,-10.7%
COc1ccc(CCNC(=O)c2ccc3c(c2)CCN3S(=O)(=O)c2ccccc2)cc1OC,1.0%
CC(C)CCNC(=O)[C@@H](c1ccccc1)N1Cc2ccccc2C1=O,6.9%
CCN(CC)C(=O)C1=CC(c2ccc3c(c2)OCO3)=NS(=O)(=O)N1C,4.1%
O=C(CCNS(=O)(=O)c1ccccc1C(F)(F)F)NNC(=O)c1csc(N2CCOCC2)n1,-5.0%
COc1ccc(N(C(=O)CNC(=O)c2cccs2)C(C(=O)NCC2CCCO2)c2ccccc2)cc1OC (stereo unspecified),-4.9%
COc1ccc(CC(=O)NNS(=O)(=O)c2ccc(F)cc2)cc1,-3.0%
COc1ccc(C2CC(c3ccc(Cl)cc3)n3nc(N)nc3N2)cc1 (stereo unspecified),-4.7%
CSc1ccccc1NC(=O)CSCc1nc2sc(C)c(C)c2c(=O)[nH]1,-20.8%
COc1cc(NC(=O)C2CC2)c(OC)cc1NC(=O)CCC(=O)NC1CCN(Cc2ccccc2)CC1,-9.9%
COc1cccc(NC(=S)NC2CC(C)CC(C)(C)C2)c1 (stereo unspecified),8.9%
Cc1ccc(S(=O)(=O)Nc2ccc3c(c2)C(=O)N([C@@H](C)CO)C[C@@H](C)[C@@H](CN(C)CC2CC2)OCCCC[C@@H](C)O3)cc1,8.2%
CCc1ccc(NC(=O)C(NS(=O)(=O)c2cccc3nsnc23)c2ccccc2)cc1 (stereo unspecified),7.2%
Cc1ccc(NC(=O)CN2C(=O)C(C)(C)c3ccccc32)cc1,2.0%
CS(=O)(=O)c1ccc(C(=O)Nc2ccccc2N2CCOCC2)c(Cl)c1,2.6%
CCCN1C(=O)/C(=C/c2ccc(OCc3ccc(C(=O)O)cc3)c(OC)c2)NC1=S,-2.0%

# Some of the compounds tested; the hit share may differ from the screen's.
